High-throughput results as filed in PubChem.
human PMI inhibitors = MPI inhibition at elevated mannose 6-phosphate – biochemical, fluorescence intensity, high mannose 6-phosphate, primary screen (AID 1220); recombinant PMI enzyme, coupled fluorescence intensity; higher % means a stronger effect; inhibition, % at 20 µM, or IC50 in µM where a hit was titrated; 0.66% of 190,000 active
SIAH1 antagonists = blockers of Siah-1 interaction with plectin peptide – biochemical, fluorescence polarization, rhodamine-plectin, uHTS, primary screen (AID 1817). Siah-1 / rhodamine-plectin peptide fluorescence polarization; higher % means a stronger effect. one-dose displacement, % at 20 µM; IC50 in µM for titrated hits. 0.02% of 290,000 active;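 active = displacement of at least 50% at 20 µM, with a fluorescence ratio check between 0.3 and a set limit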;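 also: plate controls were Siah plus tracer with DMSO for no effect and tracer alone without Siah for full effect; strong numbers were not always called active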
UTI89 phage lysis = inhibition of K1F phage lysis, E. coli UTI89, bacterial capsule biogenesis inhibitors, alamar blue (AID 488966) | E. coli UTI89 K1F phage lysis, alamar blue, 2 h; higher % means a stronger effect | inhibition, % at 100 µM, or IC50 in µM where a hit was titrated | 0.02% of 340,000 active;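 active = phage lysis inhibition, versus mean bacterial control, above a set limit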;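 also: capsule biogenesis inhibitors block K1F phage lysis so surviving cells raise fluorescence; higher fluorescence means more inhibition of phage lysis; actives were called in the ten point dose series up to 300 µM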
XIAP antagonists = small molecules displacing peptide from XIAP – biochemical, IAP family, fluorescence polarization (AID 1018) | XIAP BIR domain, fluorescence polarization peptide displacement; higher % means a stronger effect | displacement, % at 20 µM; hits with a dose series show IC50 in µM | 0.007% of 200,000 active; in the data active = displacement above about 50%; also: a part of the inactive calls stands beside numbers as strong as those of hits
TNAP activators = human TNAP enzyme activators, primary screen, biochemical, luminescent, no phosphate acceptor, uHTS (AID 1001). 0.03% of 200,000 active. purified TNAP, luminescent activation assay, no phosphate acceptor; higher activation fold means a stronger effect. activation fold at 20 µM; hits with a dose series show EC50 in µM; in the data active = activation fold from about 3, or a potency from the dose series; inactive = the rest, 99 in 100 with activation fold below about 1.6; also: many of its hits are not listed in these tables
PMI inhibitors = MPI enzyme activity inhibition – biochemical, fluorescence intensity, coupled assay, primary screen (AID 1209); 0.42% of 190,000 active; inhibition, % at 20 µM, or IC50 in µM where a hit was titrated; purified PMI enzyme, coupled fluorescence intensity; higher % means a stronger effect;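 also: plate controls were DMSO vehicle for no effect and wells lacking substrate for full effect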
P. falciparum M1AAP = malaria alanyl aminopeptidase activity blockers – biochemical, fluorogenic H-Leu-NHMec substrate, 1536-well (AID 1445); inhibition, % at 30 µM; hits with a dose series show IC50 in µM; recombinant M1AAP, H-Leu-NHMec fluorogenic kinetic assay; higher % means a stronger effect; 0.42% of 220,000 active;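 active = primary inhibition above the hit cutoff, then over 50% inhibition at one or more dose response concentrations, cut at about 23% in these data, passing the limit was not always enough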;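 also: plate controls were DMSO full reaction for no effect and no enzyme background for full effect; strong numbers were not always called active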
M17LAP inhibition = P. falciparum M17LAP inhibitors, primary screen, biochemical, fluorogenic H-Leu-NHMec substrate, 1536-well (AID 1619) | 0.38% of 220,000 active | inhibition, % at 30 µM, or IC50 in µM where a hit was titrated | recombinant M17LAP, H-Leu-NHMec fluorogenic kinetic assay; higher % means a stronger effect;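 active = compound inhibiting the enzyme by more than half at any dose during confirmatory dose-response retesting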;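 also: plate controls were full reaction with DMSO carrier for no effect and no enzyme background for full effect; strong numbers were not always called active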
Hep lipid drop = hepatic lipid droplet formation modulation | AML12 mouse hepatocytes, oleate lipid droplets, BODIPY imaging | inhibition, % at 6.5 µM | 0.4% of 240,000 active | AID 1656;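 active = lipid droplet intensity inhibited by at least 50%, with more than 500 cells counted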
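Assay system: AML12 hepatocytes (mouse); Probe or stimulus: oleic acid at 100 µM to induce lipid droplet formation; Dosing: compound at 6.5 µM only; Schedule: compound with oleate, overnight; Detection: fluorescence imaging, 20x objective, two fields per well; Measure: % inhibition of lipid droplet signal.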
Hep lipid drop cells 6.5 µM = further read-out of Hep lipid drop, marked with its call; cell count; measured here: cell count, cytotoxicity flag;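 cells counted across two imaged fields per well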
* = called active by the depositor; · = not tested or not shown; [ ] = remark or other dose. Rule as the data show it, unless noted: active = inhibition above about 50%; inactive = the rest.

A first look, 5 compounds:
SMILES	human PMI inhibitors	SIAH1 antagonists	UTI89 phage lysis	XIAP antagonists	TNAP activators	PMI inhibitors	P. falciparum M1AAP	M17LAP inhibition	Hep lipid drop	Hep lipid drop cells 6.5 µM
COc1ccc(S(=O)(=O)NNC(=O)c2ccc(-n3c(C)ccc3C)cc2)cc1	·	4%	·	·	·	·	3%	3%	3	700
COc1ccc(OC)c(NC(=O)CN2CCN(C(=O)c3ccco3)CC2)c1	-4%	-1%	-2.1%	-4.1%	1.1	-5%	-5%	1%	·	·
O=C(CSc1nnnn1-c1ccc(Cl)cc1)Nc1cccnc1Cl	2%	6%	0.0%	-9.9%	1.1	2%	2%	7%	6	681
COc1ccc(-c2cc(C(F)(F)F)c(C#N)c(SCC(=O)Nc3ccc(C)cc3)n2)cc1	-10%	0%	0.5%	-6.5%	1	-8%	3%	0%	5	718
COc1cccc(N2CCN(C(=O)c3ccc(N4C(=O)NC5CC4(C)Oc4ccccc45)cc3)CC2)c1 (stereo not given)	10%	9%	4.1%	-5.3%	1.1	4%	5%	-5%	·	·

Main list, from the start:
SMILES	human PMI inhibitors	SIAH1 antagonists	UTI89 phage lysis	XIAP antagonists	TNAP activators	PMI inhibitors	P. falciparum M1AAP	M17LAP inhibition	Hep lipid drop	Hep lipid drop cells 6.5 µM
COc1ccc(S(=O)(=O)NNC(=O)c2ccc(-n3c(C)ccc3C)cc2)cc1	·	4%	·	·	·	·	3%	3%	3	700
COc1ccc(OC)c(NC(=O)CN2CCN(C(=O)c3ccco3)CC2)c1	-4%	-1%	-2.1%	-4.1%	1.1	-5%	-5%	1%	·	·
O=C(CSc1nnnn1-c1ccc(Cl)cc1)Nc1cccnc1Cl	2%	6%	0.0%	-9.9%	1.1	2%	2%	7%	6	681
COc1ccc(-c2cc(C(F)(F)F)c(C#N)c(SCC(=O)Nc3ccc(C)cc3)n2)cc1	-10%	0%	0.5%	-6.5%	1	-8%	3%	0%	5	718
COc1cccc(N2CCN(C(=O)c3ccc(N4C(=O)NC5CC4(C)Oc4ccccc45)cc3)CC2)c1 (stereo not given)	10%	9%	4.1%	-5.3%	1.1	4%	5%	-5%	·	·
COc1cc(OC)cc(-n2nnnc2SCC(=O)NCc2cccs2)c1	-4%	-5%	0.1%	4.4%	1.1	1%	8%	-1%	-1	744
CC1CCc2nc(NC(=O)C3COc4ccccc4O3)sc2C1 (stereo not given)	27%	-4%	3.9%	-6.5%	0.9	26%	8%	9%	-4	452
Cc1cc(C(=O)OCC(=O)NC2CCS(=O)(=O)C2)c(C)n1-c1ccccc1 (stereo not given)	-6%	1%	0.9%	-8.1%	1.1	1%	6%	7%	-3	758
CCOC(=O)NCc1ccc(S(=O)(=O)Nc2ccccc2C)cc1	7%	-3%	0.1%	-3.5%	1.1	3%	0%	-9%	·	·
Brc1ccc(-c2nn[nH]n2)cc1	·	-8%	0.0%	·	·	·	-3%	-9%	24	687
CC(O)CNc1nc2c(c(=O)n(C)c(=O)n2C)n1C/C=C/c1ccccc1 (stereo not given)	10%	-3%	7.0%	-7.3%	0.9	9%	8%	11%	·	·
COc1cc2c(cc1OC)CN(Cc1cc(=O)oc3c(C)c(C)ccc13)CC2	-78%	2%	2.4%	-2.2%	1.2	-48%	3%	-7%	-19	545
CC(C(=O)N1CCCc2ccccc21)N1CCN(c2ccccn2)CC1 (stereo not given)	-2%	12%	0.1%	-6.8%	1.1	-3%	-4%	-5%	12	659
Cc1oc(-c2cccc3ccccc23)nc1CN1CCC[C@H]1CO	-4%	9%	-0.1%	-2.3%	1.1	2%	7%	3%	-4	690
CCC(C)(C)NC(=O)C(c1ccccn1)N(C(=O)c1csnn1)c1ccc(C)c(C)c1 (stereo not given)	7%	22%	-0.9%	-3.8%	1.1	-1%	3%	6%	-6	721
COCCNS(=O)(=O)c1cccc2cccnc12	4%	0%	0.8%	-2.9%	1.1	3%	2%	-2%	·	·
CCC(c1nnnn1C1CCCCC1)N1CCN(C2CCCC2)CC1 (stereo not given)	-4%	-3%	0.8%	-0.6%	0.9	-4%	5%	-4%	·	·
Clc1ccc(-c2c[n+](Cc3cccc(Cl)c3)c3n2CCC3)cc1	-6%	4%	-2.5%	-5.5%	1.2	-11%	-2%	-3%	-23	668
CCN(CC)S(=O)(=O)C1CCS(=O)(=O)C1 (stereo not given)	-8%	-2%	2.6%	-3.6%	1.1	1%	0%	6%	1	702
CCN(CCO)Cc1csc2ccc(Br)cc12	-15%	-6%	0.1%[50 µM]	-5.4%	1.1	-12%	8%	7%	-11	931
CCCCC(=NCCc1c(C)[nH]c2ccc(OC)cc12)C1=C(O)CC(c2ccccc2)CC1=O (stereo not given)	19%	0%	-0.1%	-5.7%	1.1	16%	6%	-5%	9	707
Cc1ccc(S(=O)(=O)NC(=O)Nc2nnc(C)s2)cc1	7%	2%	-0.4%	2.1%	1.1	2%	4%	-1%	-1	618
COC(=O)CN1C(=S)N(C)C(=O)/C1=C/c1cccs1	-4%	2%	0.1%	-2.7%	1	2%	3%	8%	19	744
COc1ccc(CCNC(=S)NC(=O)c2ccccc2)cc1C	·	12%	-0.1%	·	·	·	4%	-15%	5	741
O=C(NC(Cc1ccccc1)C(=O)N1CCN(c2ccccn2)CC1)c1ccco1 (stereo not given)	6%	2%	-0.5%	-0.7%	1.1	7%	11%	18%	-7	736
Cc1cccc(-n2cnc(C(=O)NNC(=S)Nc3ccccc3)c2)n1	-13%	-16%	0.1%	0.6%	2.6	21%	-8%	38%	0	725
Nc1nc(COc2ccc3ccccc3c2)cs1	9%	1%	-2.3%	-1.7%	1	12%	0%	12%	0	792
Cc1cc(C)n2c(SCC(=O)Nc3cc(C)on3)nnc2n1	9%	3%	1.7%	-11%	1.1	8%	6%	0%	2	787
Cc1ccc2nc(NCc3ccc(F)cc3)c3nncn3c2c1	·	5%	1.9%[50 µM]	·	·	·	8%	3%	7	696
CC(C)NS(=O)(=O)c1ccc(OCC(=O)Nc2ccc3c(c2)OCO3)c(Cl)c1	9%	12%	0.6%	-0.3%	1.1	7%	2%	5%	4	621
CC1(C)C2CCC1(CS(=O)(=O)Nc1ccc(S(=O)(=O)N3CCCC3)cc1)C(=O)C2 (stereo not given)	13%	1%	5.0%	-11%	1.1	20%	-7%	-3%	-2	649
Cc1ccc2c(c1)CCCN2C(=O)c1ccoc1C	0%	3%	0.9%	-0.5%	1.1	6%	5%	-1%	-17	779
Cc1ccc(CNC(=O)C2CCC(CNc3c(N4CCOCC4)c(=O)c3=O)CC2)cc1 (stereo not given)	13%	2%	0.1%	-16%	1.1	3%	7%	11%	·	·
CCC(=O)Nc1cccc(C(=O)OC)c1	·	0%	8.9%	·	·	·	4%	-5%	6	590
CCCCC(=O)Nc1ccc(NC(=O)c2cccnc2)cn1	1%	4%	-1.7%	-3.5%	1.1	-1%	1%	-2%	18	793
COc1cc(CCC(=O)OCC(=O)Nc2c(C)cccc2C(C)C)cc(OC)c1OC	-3%	6%	7.5%	1.9%	1.2	6%	0%	-9%	0	667
NC(=O)c1sc2nc(N3CCCCC3)c3c(c2c1N)CCCC3	-41%	4%	0.0%	-7.4%	1	-57%	9%	-13%	·	·
Cc1cc(C)cc(NC(=O)C2CCN(c3nccs3)CC2)c1	-3%	2%	1.2%	-1.5%	1.1	-3%	1%	23%	·	·
CN(C)S(=O)(=O)c1cc(S(=O)(=O)N(C)C)c(Cl)cc1N	-9%	1%	1.3%	-1.7%	1.1	-6%	1%	5%	·	·
CC(=O)Nc1cccc(NC(=O)CSc2nnnn2C(C)C)c1	17%	0%	4.4%	-8.1%	1	18%	2%	14%	-2	686
Cc1cc(CNC(=O)CC2C(=O)NCCN2CC(c2ccccc2)c2ccccc2)on1 (stereo not given)	-3%	6%	7.3%	-2.6%	1.1	-22%	-1%	-1%	5	686
COCCCNCCOCCOc1ccccc1-c1ccccc1	1%	1%	-0.2%	-1.7%	1.1	7%	1%	2%	4	690
COc1cc(C(=O)NNC2=NC(C)(C)Cc3cc(C)c(C)cc32)cc(OC)c1OC	-6%	7%	0.2%	-0.8%	1.2	2%	5%	6%	-1	623
O=C1c2ccccc2C(Nc2ccc(S(=O)(=O)N3CCCCCC3)cc2)N1c1ccccn1 (stereo not given)	-11%	0%	6.1%	-3.0%	1	-12%	0%	-11%	·	·
CCCCCCN(C(=O)CCCCCN1C(=O)NC(c2ccc(C(C)(C)C)cc2)C(C(=O)OCc2ccccc2)=C1C)C(C(=O)NCCCC)c1ccc(OCC(=O)OC)c(C(=O)OC)c1 (stereo not given)	·	-2%	·	·	·	·	-1%	3%	1	767
O=C(NCc1csc(-c2cccs2)n1)Nc1ccc(F)cc1F	·	4%	2.0%	·	·	·	6%	-3%	-10	746
Cc1cc(Nc2c(C)cccc2C)n2nc(C)nc2n1	6%	3%	5.3%	-4.1%	1.1	6%	-1%	12%	·	·
C=CCOc1c(Br)cc(/C=C(\C#N)C(N)=O)cc1OC	·	-2%	0.4%	·	·	·	4%	2%	-8	684
CCc1ccc(N2CC(C(=O)Nc3nnc(CC)s3)CC2=O)cc1 (stereo not given)	-12%	-1%	-0.2%	-1.9%	1.2	-7%	3%	-1%	15	737
COC(=O)c1cnc(SC)nc1C	13%	3%	0.0%	1.5%	1.1	13%	-7%	-7%	-12	640
FC(F)(F)C1CC(c2cccs2)Nc2ncnn21 (stereo not given)	8%	-1%	1.3%[50 µM]	-10%	1.1	8%	-1%	1%	·	·
Cc1ccc(C)c2c1[nH]c1ccccc12	13%	0%	-0.8%	-7.0%	1.2	13%	11%	11%	9	780
CCC(C(=O)NC1CCCC1)N(Cc1ccco1)C(=O)Cn1nnc(-c2ccc(C)cc2)n1 (stereo not given)	7%	-5%	3.0%	-2.8%	1.1	13%	-1%	-12%	-7	671
COCCOC(=O)C(C#N)c1nc2ccccc2nc1N1CCCC1 (stereo not given)	10%	3%	0.1%	-3.2%	1.1	-10%	4%	-45%	·	·
CS(=O)(=O)N(CC(N)=O)c1ccc2c(c1)OCO2	-1%	1%	1.8%	-0.1%	1.1	2%	-1%	-1%	-15	788
O=C(Cc1ccccc1)N/N=C/c1ccc[nH]1	·	6%	0.4%	·	·	·	3%	4%	-2	683
O=C(O)COc1ccccc1C(Nc1cccnc1)c1cc(Cl)c2cccnc2c1O (stereo not given)	32%	-4%	·	-6.4%	1.1	33%	38µM*	130%	-13	670
Cc1cc(C(=O)NC2CCCCC2)c2cc(F)ccc2n1	-8%	-2%	1.1%	-5.0%	1	-9%	5%	-8%	15	692
O=Cc1ccc(Oc2cccc(C(F)(F)F)c2)nc1	-5%	-1%	0.6%	-4.5%	1.1	-1%	13%	-7%	-7	706
